OPRM1-OPRD1 inv = inverse agonists of MOR-DOR heterodimerization, primary screen, cell-based, luminescence | Mu-type opioid receptor (Homo sapiens) + Delta-type opioid receptor (Homo sapiens), … | cell-based MOR-DOR heterodimer luminescence, inverse agonism | inhibition, % at 9.3 µM | 0.21% of 340,000 active | AID 504357, 2011; in the data active = inhibition above about 22%, passing the limit was not always enough;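 note: 0% = cells with DMSO and 100% = wells without cells with DMSO; values of inactives mirror those of a sister screen read the other way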
PKA-R1A activ = activators of PKA-R1A holoenzyme, primary screen, biochemical, fluorescence polarization, Cy5-IP20, bovine R1A, mouse PKAc | 0.083% of 340,000 active | AID 504707, 2011 | cAMP-dependent protein kinase type I-alpha regulatory subunit (Bos taurus) + … | PKA-R1A dissociation; scaled: DMSO 0%, 113 µM cGMP 100% | activation, % at 11.4 µM;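 active = percent activation above the mean of all tested compounds plus 3 SD, cut at about 19% in these data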;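 note: higher means more PKAc released from R1A so a rise in polarization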
E coli growth = E. coli V3065 growth inhibition, primary screen, counter-screen for AddAB inhibitor project, absorbance, OD600; 18 h; 0.27% of 330,000 active; inhibition, % at 11.9 µM; AID 449728, 2010;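 active = inhibition above the campaign's mean inhibition across all tested compounds plus 3 SD, cut at about 9.9% in these data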;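 note: uninfected addAB+ strain grown without phage in ampicillin broth; 0% = DMSO wells and 100% = ciprofloxacin 0.95 µg/ml wells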
phage Ecoli inh = growth loss of phage-infected E. coli, primary screen, RecBCD inhibitor project, absorbance, with phage, HTS; inhibition, % at 11.9 µM; 0.26% of 360,000 active; AID 651602, 2012; in the data active = inhibition above about 11%
AddAB inh = growth inhibition of E. coli expressing H. pylori AddAB, primary screen, AddAB inhibitor project, absorbance; 0.29% of 330,000 active; inhibition, % at 11.9 µM; AID 435030, 2010; in the data active = inhibition above about 12%;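 note: 0% = vehicle wells of infected cells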
HTR5A inv ctr = HTR5A inverse agonists in luminescence cell assay, primary screen, counter-screen for OPRM1-OPRD1 heterodimer inverse agonist project, full-deck HTS | HTR5A cell line, inverse agonism | 0.083% of 340,000 active | AID 504634, 2011 | inhibition, % at 9.3 µM | 5-hydroxytryptamine receptor 5A (Homo sapiens), P47898; in the data active = inhibition mostly above about 23%, no sharp cut-off; inactive = mostly below about 18%;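 note: 0% = cells with DMSO and 100% = no-cell wells with DMSO; some compounds called inactive have numbers as strong as hits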
MOR-DOR ag = agonists of OPRM1-OPRD1 heterodimerization, primary screen, cell-based, luminescence | Mu-type opioid receptor (Homo sapiens) + Delta-type opioid receptor (Homo sapiens), … | cells | AID 504326, 2011 | activation, % at 9.3 µM | 0.3% of 340,000 active; in the data active = activation above about 18%;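 note: 0% = vehicle-treated cells and 100% = reference agonist; values of inactives mirror those of a sister screen read the other way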
PfHsp90 yeast 2 = growth inhibition of PfHsp90-expressing yeast, primary screen, antimalarial PfHsp90 inhibitor project, S. cerevisiae, BacTiter-Glo luminescence, single point, set 2 | inhibition, % at 9.4 µM | BacTiter-Glo ATP, 48 h; yeast lacking PDR1 and PDR3 efflux regulators | AID 504621, 2011 | 0.32% of 310,000 active;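 active = every replicate shows inhibition above about 80%, whatever the replicate mean, limit read from the data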;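 note: 0% = DMSO neutral controls and 100% = 20 µM radicicol positive controls; yeast relying on Plasmodium falciparum Hsp90 in place of its own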
DSG3 Ab inh = inhibitors of pemphigus antibody binding to DSG3, primary screen, biochemical, bead-based, flow cytometry, scFv-GFP; binding (percent of control), % at 10 µM; DSG3-coupled beads, scFv-anti-DSG3-GFP binding; hits give low values; 0.48% of 310,000 active; Desmoglein-3 (Homo sapiens), P32926;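 active = binding more than 3 SD below its plate's average and above zero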;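 note: hits lower antibody fragment binding to DSG3; some compounds called inactive have numbers as strong as hits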
Target sequence (P32926 whole entry, looked up, the tested form may be a part): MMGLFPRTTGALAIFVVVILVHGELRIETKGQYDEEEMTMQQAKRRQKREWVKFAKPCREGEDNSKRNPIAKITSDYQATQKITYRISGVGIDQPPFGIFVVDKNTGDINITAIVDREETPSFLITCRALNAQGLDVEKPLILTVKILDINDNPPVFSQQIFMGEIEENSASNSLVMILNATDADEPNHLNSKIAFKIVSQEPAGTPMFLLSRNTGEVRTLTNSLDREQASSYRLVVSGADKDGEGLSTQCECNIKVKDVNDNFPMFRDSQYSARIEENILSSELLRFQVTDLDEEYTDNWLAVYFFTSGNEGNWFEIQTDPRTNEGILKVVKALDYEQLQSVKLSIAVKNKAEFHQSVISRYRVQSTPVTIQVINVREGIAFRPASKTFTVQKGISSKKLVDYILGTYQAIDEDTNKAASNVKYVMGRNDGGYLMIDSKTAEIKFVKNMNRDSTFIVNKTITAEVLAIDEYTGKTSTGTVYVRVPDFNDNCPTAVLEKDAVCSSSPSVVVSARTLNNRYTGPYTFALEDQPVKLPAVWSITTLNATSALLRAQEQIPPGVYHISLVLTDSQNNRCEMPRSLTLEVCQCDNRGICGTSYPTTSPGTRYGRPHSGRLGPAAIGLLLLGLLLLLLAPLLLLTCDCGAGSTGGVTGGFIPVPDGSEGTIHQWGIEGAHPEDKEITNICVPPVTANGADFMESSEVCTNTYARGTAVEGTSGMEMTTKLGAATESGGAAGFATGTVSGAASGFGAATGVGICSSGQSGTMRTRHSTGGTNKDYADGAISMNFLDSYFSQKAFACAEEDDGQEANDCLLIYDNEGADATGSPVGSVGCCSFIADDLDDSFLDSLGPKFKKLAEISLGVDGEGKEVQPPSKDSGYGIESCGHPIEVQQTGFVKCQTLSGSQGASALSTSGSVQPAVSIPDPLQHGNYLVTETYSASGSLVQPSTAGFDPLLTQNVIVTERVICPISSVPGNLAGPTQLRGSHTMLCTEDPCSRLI
SUMO Mot1 rescue = yeast Mot1-301 growth rescue at high temperature, primary screen, SUMOylation pathway inhibitor project, S. cerevisiae, ATP luminescence, 38.5C; growth rescue, % at 18.8 µM; 1% of 320,000 active; S. cerevisiae Mot1-301 growth rescue; percent above DMSO median, 100 means doubled;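 active = every valid replicate shows activation above 250% relative to neutral control wells; inactive = the rest, any valid replicate at or below 250%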;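 note: OY570 slx delta 5 strain wells were the positive control but not used for scaling; some compounds called inactive have numbers as strong as hits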
HTR5A ag = HTR5A agonists in luminescence cell assay, primary screen, counter-screen for OPRM1-OPRD1 heterodimer agonist project, full-deck HTS; 5-hydroxytryptamine receptor 5A (Homo sapiens), P47898; cell-based; activation, % at 9.3 µM; 0.61% of 340,000 active; in the data active = activation mostly above about 9.5%, no sharp cut-off; inactive = mostly below about 7.6%;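 note: 0% = cells with vehicle only and 100% = reference agonist; strong numbers were not always called active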
* marks the source's active call; other numbers are inactive results; . = no result given. Outcome played no part in choosing rows; any-hit rate near 3.2%.

Molecule,OPRM1-OPRD1 inv,PKA-R1A activ,E coli growth,phage Ecoli inh,AddAB inh,HTR5A inv ctr,MOR-DOR ag,PfHsp90 yeast 2,DSG3 Ab inh,SUMO Mot1 rescue,HTR5A ag
CN(C)CCCN1C(=O)c2cc3ccccc3cc2C1=O,11,-5,0.3,0.1,0.5,2,-2.2,5,114,-16,0
Cc1cccc(-c2cc3nc4c(c(N5CCC6(CC5)OCCO6)n3n2)CCCC4)c1,10,-10,1.1,0.9,1.5,-11,-1.9,-35,100,158,4
N#CC1=C(N2CCOCC2)/C(=C\c2ccccc2)CC1,-1,-7,-0.3,3.9,1.9,-6,0.1,-9,88,4,3
CCOC(=O)CSc1nc(C)[nH]c1[N+](=O)[O-],9,-5,-2.3,6.1,2.5,11,-1.7,-16,84,5,-5
NCc1nc(-c2ccc(Cl)cc2)no1,-7,-10,0.3,5.2,5.2,2,1.0,-8,104,11,2
CC(=O)c1c(O)cc(C(C)C)n(-c2ccccc2)c1=O,16,-3,-0.5,1.5,0.4,3,-3.2,3,89,5,1
CCN(CC)CCCNC(=O)C1c2ccccc2C(=O)N1Cc1ccc(C)cc1 (configuration not stated),-8,4,-1.4,1.6,0.1,21,1.4,-3,109,-8,0
COc1ccc(NC(=O)N2CCCC2C(=O)NC23CC4CC(CC(C4)C2)C3)cc1 (configuration not stated),-25,-4,0.6,-2.7,2.9,-15,3.1,1,107,-6,5
O=C(NCC(c1ccco1)N1CCN(c2ccccc2F)CC1)c1ccco1 (configuration not stated),3,0,3.0,0.1,1.1,1,-0.5,10,105,-12,0
CC(C)c1nc(SCC(=O)Nc2ccc(N3CCOCC3)cc2)c2ccccc2n1,7,5,0.4,0.5,2.9,1,-1.4,5,103,5,3
Cc1ccnc(NS(=O)(=O)c2ccc(NC(=O)c3c(-c4ccccc4Cl)noc3C)cc2)n1,9,-10,3.7,2.3,0.9,4,-1.8,-1,98,-11,-3
CC(=O)Nc1nc2ccccc2n1CCOc1ccccc1,6,0,-5.3,0.2,-3.2,-11,-0.9,0,63,9,-3
CCCC(=O)Nc1ccc(C(=O)Nc2nnc(COCC)s2)cc1,-3,-13,-1.9,-0.5,-0.6,-1,0.5,-1,.,-2,1
O=C(NCc1ccco1)C(c1cccs1)N(C(=O)Cc1cccs1)c1ccccc1 (configuration not stated),7,0,-1.6,0.8,-1.7,-12,-1.1,-75,.,167,1
CC(C)c1ccc(NC(=O)NC(C)c2ccc3c(c2)OCO3)cc1 (configuration not stated),-16,8,1.8,3.4,0.9,-26,3.1,-8,.,2,5
O=S(OCCN1CCOCC1)C(c1ccccc1)c1ccccc1 (configuration not stated),15,4,.,3.0,.,23,-2.8,.,93,.,-6
CCOCc1nnc(NC(=O)c2cc(OC)c(OC)c(OC)c2)s1,13,-2,2.9,4.2,4.1,-2,-2.5,-6,98,-5,-5
O=C(NCC(c1ccco1)N1CCCCC1)c1ccc(NS(=O)(=O)c2ccc(F)cc2)cc1 (configuration not stated),10,-1,0.8,-0.6,-1.0,20,-1.9,13,111,-5,1
Cc1cc(Cl)ccc1OCC(=O)NCc1ccncc1,-5,1,0.9,0.6,2.5,-17,0.8,0,99,-11,7
O=C(c1ccc(F)cc1)N1CCN(c2ccc(N3CCOCC3)nn2)CC1,9,-3,-1.0,-0.6,1.1,3,-1.6,-4,99,-15,-1
COc1ccc(NC(=O)CN2CCN(CC(=O)Nc3ccc(F)cc3F)CC2)cc1,9,13,.,-0.2,.,-3,-2.0,17,116,.,1
CCOC(=O)C1=CN(Cc2ccco2)S(=O)(=O)N(C)C1c1ccc2ccccc2c1 (configuration not stated),14,-5,0.5,1.6,0.4,-16,-2.8,6,103,.,4
CC(C)n1nc(C(=O)Nc2nnc(C3CC3)s2)c2ccccc2c1=O,17,-10,2.0,4.2,-0.2,2,-3.3,-2,101,-2,4
Cc1ccc(C(=O)NNC(=O)c2cc3ccccc3cc2O)cc1,6,3,-0.5,6.8,11,-10,-1.2,-12,127,2,3
CCS(=O)(=O)NCC(c1cccnc1)N1CCN(c2ccccc2)CC1 (configuration not stated),-5,2,2.8,0.5,-4.0,-19,0.9,11,107,1,3

2 of the compounds above, with values under each structure.
Each structure is followed by: OPRM1-OPRD1 inv | PKA-R1A activ | E coli growth | phage Ecoli inh | AddAB inh | HTR5A inv ctr | MOR-DOR ag | PfHsp90 yeast 2 | DSG3 Ab inh | SUMO Mot1 rescue | HTR5A ag
- CCOC(=O)CSc1nc(C)[nH]c1[N+](=O)[O-]
    9 | -5 | -2.3 | 6.1 | 2.5 | 11 | -1.7 | -16 | 84 | 5 | -5
- CC(C)c1nc(SCC(=O)Nc2ccc(N3CCOCC3)cc2)c2ccccc2n1
    7 | 5 | 0.4 | 0.5 | 2.9 | 1 | -1.4 | 5 | 103 | 5 | 3

(continued)
Molecule,OPRM1-OPRD1 inv,PKA-R1A activ,E coli growth,phage Ecoli inh,AddAB inh,HTR5A inv ctr,MOR-DOR ag,PfHsp90 yeast 2,DSG3 Ab inh,SUMO Mot1 rescue,HTR5A ag
Oc1oc(-c2ccccc2Br)nc1/C=N/c1ccccn1,-14,2,0.1,2.1,4.5,-17,2.0,27,109,15,7
CC(C)(O)CC[C@@H](O)[C@](C)(O)C1CC[C@@]2(O)C3=CC(=O)[C@@H]4C[C@@H](O)[C@@H](O)C[C@]4(C)C3CC[C@]12C (some centres not stated),-3,9,0.4,5.5,2.4,19,0.6,-16,104,7,-7
O=C(/C=C/c1ccccc1[N+](=O)[O-])Nc1ccccc1,9,-6,1.5,5.0,7.1,7,-1.4,-20,87,.,3
CC(OC(=O)c1ccccc1C(=O)N(C)c1ccccc1)C(=O)Nc1ccc(C(N)=O)cc1 (configuration not stated),16,-2,1.3,-0.2,-1.4,-9,-3.1,.,100,4,3
CCOCCCNC(=O)c1cc2c(=O)n3ccccc3nc2s1,18,-9,-1.9,-0.3,-0.8,-2,-4.1,-55,111,1,0
N#CC(c1ccc(Cl)nn1)c1ccccc1Cl (configuration not stated),4,-6,2.2,2.2,-0.7,-26,-0.7,8,.,-1,10
O=Cc1cc([N+](=O)[O-])ccc1N1CCN(Cc2ccc3c(c2)OCO3)CC1,9,-4,1.0,0.6,1.6,9,-2.1,17,99,1,-3
Cc1ccc2oc(=O)c3cnn(CC(=O)N4CCCc5ccccc54)c3c2c1,6,-11,-2.2,2.2,0.0,2,-1.0,-1,83,0,14*
O=C1C=C(c2ccc(-c3ccccc3)cc2)C[C@@H](c2ccc3c(c2)OCO3)C1,-5,4,1.0,2.1,-1.9,-6,0.8,11,99,-15,-4
CCN(CC)CCOC(=O)c1cccc2c1-c1ccccc1C2O (configuration not stated),22,10,1.0,2.0,2.6,4,-4.2,-8,113,10,2
CCCC(=O)NCCCc1nc2ccccc2n1CCC,9,3,0.0,3.5,-0.6,-22,-1.8,1,105,-5,4
COc1ccc(CSc2nc(N3CCOCC3)c3c(c2C#N)CC(C)(C)OC3)cc1,1,2,2.9,0.5,0.5,6,-0.1,15,99,-10,-2
O=C(C(Cc1ccccc1)n1cccc1)N1CCN(c2ncccn2)CC1 (configuration not stated),11,-7,-0.5,2.2,-2.2,8,-1.9,2,106,3,-7
S=C(Nc1ccc(Cl)cc1Cl)N1CCCCC1,-3,2,-2.0,3.8,1.4,12,0.5,3,100,13,1
CC(=O)c1ccccc1N(C(=O)c1ccco1)C(C(=O)NC1CCCC1)c1ccc(C)cc1 (configuration not stated),13,2,2.8,3.9,3.4,-14,-2.4,3,109,-4,5
S=c1[nH]nc(CSc2nc3ccccc3s2)o1,15,-8,3.6,-1.3,0.6,7,-2.5,-8,101,-3,-10
CCCNC(=O)COc1coc(CN2CCN(c3ccccc3OC)CC2)cc1=O,12,-9,-2.2,1.3,1.3,23,-2.4,4,101,-16,-3
Nc1nn(-c2ccccc2)nc1C(=O)OCc1ccccc1F,-20,-6,0.8,.,4.3,11,4.3,.,112,425,-5
CCOc1ccccc1CN1CCNC(=O)C1CC(=O)NCCc1ccccn1 (configuration not stated),23,4,0.3,2.3,4.1,-21,-4.5,-20,116,-21,9
Cc1ccc(C)c(N2C(=O)CC(Cc3ccc(Br)cc3)C2=O)c1 (configuration not stated),10,-21,0.4,1.8,2.2,-9,-2.0,8,98,8,0
O=C(NCCN1CCNCC1)c1ccccn1,15,0,-0.6,1.5,0.8,-31,-2.7,.,91,-8,-3
CCOc1ccc(/C=N/NC(=O)c2ccc(CSc3nc4ccccc4[nH]3)cc2)cc1,-2,2,0.0,1.9,2.6,1,0.5,1,94,508*,-2
CCOc1cc(S(=O)(=O)n2ccnc2)ccc1Br,15,-4,2.3,6.3,2.8,0,-2.9,8,75,3,0
Cn1cnnc1SCC(=O)Nc1cccc(C(=O)O)c1,8,1,2.3,4.8,4.5,-10,-1.9,33,96,-26,4
